ssDAF12 agonist – activates DAF-12 receptor from parasite S. stercoralis. 370,000 tested, 1% active. activation, % at 6.8 µM. HEK293 ssDAF-12/GRIP1 lit1-tk-luc reporter, luminescence; % of 3 µM dafachronic acid response;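 active = activation above the mean over all tested compounds plus 3 SD, cut at about 0.9% in these data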;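 note: 0% = DMSO-only wells and 100% = 3 µM delta7-dafachronic acid wells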
HGIII-sPLA2 inh – Blocks human group III sPLA2 activity | Q9NZ20 | QFRET BODIPY PC-A2 liposome hydrolysis, fluorescence | inhibition, % at 12.2 µM | 370,000 tested, 0.56% active;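 active = inhibition above mean plus 3 SD of compounds lying within the high and low control bounds, cut at about 19% in these data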;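 note: 0% = median of test compound wells and 100% = no enzyme DMSO wells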
NPR2 activator – GC-B (human) receptor activation | P20594 | HEK293-GC-B cells, CNP EC30, cGMP TR-FRET; 0% at EC30 CNP, 100% saturating CNP | activation, % at 10 µM | 370,000 tested, 0.11% active;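 active = activation at 10 µM reaching about 35% in either raw or pattern-adjusted values, limit read from the data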
ADAM10 inh – inhibits human ADAM10 | recombinant ADAM10, EDANS/DABCYL FRET peptide cleavage, 3 h | AID 720582 | inhibition, % at 7 µM | O14672 | 370,000 tested, 0.62% active;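 active = inhibition above a per-campaign cutoff equal to the mean of compounds falling between control-based bounds plus 3 SD, cut at about 20% in these data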;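 note: 0% = DMSO wells while the 100% control is not disclosed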
DAX1 inh-1 – NR0B1 (DAX1) inhibition | 340,000 tested, 0.99% active | P51843 | AID 504766 | HEK293 Gal4-DAX1 luciferase reporter, luminescence | inhibition, % at 6.75 µM;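 active = inhibition above the mean over all tested compounds plus 3 SD, cut at about 4.2% in these data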;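 note: 0% = DAX1-transfected cells with DMSO and 100% = empty-vector control cells with DMSO; inhibition shows as a rise in luminescence from relieved DAX1 repression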
FXN GAA850 act – activators of GAA850 frataxin (FXN) promoter; AID 540364; HEK293 lucGAA850 FXN promoter luciferase reporter, 24 h; percent of 10 µM SAHA response; activation, % at 6 µM; 360,000 tested, 0.56% active;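 active = activation above the average of all compounds screened plus 3 SD, cutoff fixed separately per campaign, cut at about 7.5% in these data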;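 note: 0% = DMSO wells and 100% = 10 µM SAHA wells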
SMARCA2 activ – increases SMARCA2 function in MMTV reporter cells | MG213 cells, MMTV-luciferase reporter, dexamethasone, overnight | activation, % at 9.1 µM | 370,000 tested, 1% active; in the data active = activation above about 7.8%;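 note: 0% = vehicle wells and 100% = reference activator wells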
hgDAF12 agonist – activates the H. glycines DAF-12 receptor ligand-binding domain; HEK293 GAL4-hgDAF12 UAS-luciferase reporter, agonist luminescence; normalized to butyrate control; activation, % at 6.8 µM; 370,000 tested, 1.8% active; AID 687014;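 active = activation above a cutoff set at the mean of all screened compounds plus 3 SD, cut at about 10% in these data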;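 note: 0% = DMSO wells and 100% = sodium butyrate wells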
hcDAF-12 act – H. contortus DAF-12 activation, primary screen | activation, % at 6.8 µM | 370,000 tested, 1.4% active | HEK293 hcDAF-12 lit1-tk-luc reporter, luminescence; 0% DMSO, 100% Δ7-dafachronic acid | AID 652067;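 active = activation above the mean of all tested compounds plus 3 SD, cut at about 5.5% in these data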;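 note: 100% = response to 3 µM Δ7-dafachronic acid high control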
GC-A act – GC-A (human) enzyme activation | P16066 | HEK293 GC-A cells, cGMP TR-FRET, EC30 ANP; 0% at EC30 ANP, 100% saturating ANP | activation, % at 10 µM | 370,000 tested, 0.14% active; in the data active = activation above about 40%
Target sequence (P16066 whole entry, looked up): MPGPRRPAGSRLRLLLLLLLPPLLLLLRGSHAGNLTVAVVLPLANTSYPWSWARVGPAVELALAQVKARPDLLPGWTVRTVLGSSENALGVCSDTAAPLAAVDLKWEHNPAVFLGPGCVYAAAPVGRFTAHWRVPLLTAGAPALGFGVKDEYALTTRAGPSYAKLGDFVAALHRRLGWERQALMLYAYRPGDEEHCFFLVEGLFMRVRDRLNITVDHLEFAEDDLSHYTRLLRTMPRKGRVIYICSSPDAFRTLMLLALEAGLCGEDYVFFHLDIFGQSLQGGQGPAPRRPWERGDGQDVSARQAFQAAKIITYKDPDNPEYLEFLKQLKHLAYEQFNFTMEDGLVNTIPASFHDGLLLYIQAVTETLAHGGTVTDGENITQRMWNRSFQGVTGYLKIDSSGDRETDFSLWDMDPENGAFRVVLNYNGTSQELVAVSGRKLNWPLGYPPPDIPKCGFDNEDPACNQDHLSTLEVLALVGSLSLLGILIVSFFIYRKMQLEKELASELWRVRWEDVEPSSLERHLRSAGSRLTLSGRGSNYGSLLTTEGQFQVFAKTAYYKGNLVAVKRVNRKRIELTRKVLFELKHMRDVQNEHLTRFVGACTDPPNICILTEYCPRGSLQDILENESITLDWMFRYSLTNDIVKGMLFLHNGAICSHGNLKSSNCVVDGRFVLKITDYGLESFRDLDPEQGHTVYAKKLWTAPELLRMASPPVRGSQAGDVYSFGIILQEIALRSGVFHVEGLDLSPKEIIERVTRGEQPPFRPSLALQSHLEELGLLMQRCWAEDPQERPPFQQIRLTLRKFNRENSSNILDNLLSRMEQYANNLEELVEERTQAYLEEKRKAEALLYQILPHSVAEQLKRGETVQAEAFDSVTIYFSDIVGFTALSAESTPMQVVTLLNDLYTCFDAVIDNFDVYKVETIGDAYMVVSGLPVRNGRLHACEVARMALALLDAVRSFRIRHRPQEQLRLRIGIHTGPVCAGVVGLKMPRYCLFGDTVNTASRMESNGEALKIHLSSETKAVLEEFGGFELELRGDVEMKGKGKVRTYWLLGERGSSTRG
DAX1 inh-2 – DAX1 (NR0B1) inhibition, primary screen | inhibition, % at 6.8 µM | AID 652010 | HEK293T StAR-luciferase reporter, SF-1/DAX-1 repression relief | 370,000 tested, 1.1% active;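 active = inhibition above the mean over all tested compounds plus 3 SD, cut at about 3.6% in these data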;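 note: 0% = DAX-1 cells with DMSO and 100% = cells lacking DAX-1 with DMSO; higher inhibition means more luminescence from relief of DAX-1 repression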
* hit, by the source's call; / = no result given.

Values run as follows: ssDAF12 agonist | HGIII-sPLA2 inh | NPR2 activator | ADAM10 inh | DAX1 inh-1 | FXN GAA850 act | SMARCA2 activ | hgDAF12 agonist | hcDAF-12 act | GC-A act | DAX1 inh-2
- Brc1ccccc1OCCN1CCOCC1
  -1.4 | -5 | 1 | -1 | 2.8 | 1.2 | -2 | -1.8 | -1.9 | -2 | -0.1
- COc1ccc(C(=O)N/C(=C/c2ccco2)C(=O)N2CCCCCC2)cc1
  -0.6 | -5 | -2 | -7 | 1.5 | -1.6 | -1 | -0.5 | -0.4 | 2 | -0.2
- CCCCn1c(-c2ccco2)nc2oc3ccccc3c(=O)c2c1=O
  -1.1 | -3 | -1 | -3 | 0.4 | -0.5 | -1 | -0.4 | -0.1 | 2 | 0.3
- Cc1cccc(NC(=O)COC(=O)CCc2c[nH]c3ccccc23)c1
  -0.8 | -106 | -3 | 5 | -0.1 | 1.2 | -2 | 0.9 | 0.4 | -3 | 0.7
- CN(C)C(CNC(=O)CCCOc1ccccc1)c1ccco1 (configuration not stated)
  -1.0 | 0 | 8 | -11 | 0.4 | 1.6 | 0 | 1.4 | -1.8 | 1 | 0.3
- CC(C)C(NC(=O)Cc1ccccc1[N+](=O)[O-])C(C)C
  -0.6 | 5 | 5 | 2 | 0.3 | 1.2 | -2 | 0.3 | 1.1 | 1 | 0.4
- CCOC(=O)Cc1[nH]nc2c1C(c1ccsc1)C(C#N)=C(N)O2 (configuration not stated)
  -1.6 | -4 | 5 | 3 | 1.7 | 0.1 | -1 | -1.4 | -0.5 | -2 | -0.6
- COc1ccc(CCNc2nc(-c3ccc(NC(C)=O)cc3)cs2)cc1OC
  -2.3 | -20 | -2 | 7 | -1.0 | 1.3 | 0 | -1.3 | -2.5 | -2 | -2.4
- O=C(COc1ccc2c(c1)OCO2)Nc1ccccc1F
  -0.2 | -1 | 0 | -8 | 4.1 | -1.1 | 6 | 13* | 3.6 | 2 | 3.5
- CCOC(=O)N1CCN(C(=S)NC(=O)c2ccc(F)c(F)c2)CC1
  -1.9 | 11 | 4 | -4 | -0.2 | -1.1 | -5 | -3.5 | -2.6 | -2 | -0.1
- CN1CCN(C2CN(CCc3ccccc3)S(=O)(=O)C2)CC1 (configuration not stated)
  -1.1 | -2 | -9 | -2 | / | / | 0 | -1.0 | -0.3 | 2 | -1.6
- Cc1c(C)n(C)c2ccc(C(=O)NCCCN3CCOCC3)cc12
  -1.2 | 11 | 2 | -22 | -0.7 | 0.5 | -1 | 1.0 | -0.9 | 0 | -0.7
- CN(C)c1cccc(C(=O)OCCCC(=O)c2ccc(F)cc2)c1
  -1.0 | 4 | -5 | -9 | 0.2 | 0.8 | 2 | -0.5 | -1.7 | -4 | -0.4
- C/C(N)=C(/C#N)C(=O)COC(=O)c1ccccc1Cc1ccccc1
  -1.3 | -11 | -4 | 14 | 2.5 | 1.8 | 1 | -0.1 | -0.5 | -1 | 1.9
- Cc1ccc(S(=O)(=O)N2CCCCC2)cc1NC(=O)CSc1ccc2c(c1)OCCO2
  -1.3 | 0 | 4 | 13 | -2.0 | 0.9 | -3 | -1.6 | -3.8 | -1 | -0.7
- Cc1cc(C)cc(N2C(=O)CC(Sc3ncn[nH]3)C2=O)c1 (configuration not stated)
  -1.3 | -5 | 2 | -5 | 0.0 | 0.7 | -3 | 0.0 | 0.4 | 4 | -0.1
- Cc1noc(C)c1COc1cccc(C(=O)N(C)Cc2cccs2)c1
  -1.2 | -13 | 4 | -1 | -0.2 | 0.9 | 1 | -0.5 | 0.8 | -1 | -1.6
- O=C1C(Nc2ccccc2)=C(NS(=O)(=O)c2ccccc2)C(=O)c2ccccc21
  0.3 | 13 | -6 | -2 | -0.9 | 4.5 | -1 | 0.6 | 4.7 | -7 | 0.0
- O=C1CC(=O)Nc2cc(S(=O)(=O)Nc3ccc(F)cc3Cl)ccc2N1
  -1.1 | 0 | 2 | -11 | -0.1 | 1.4 | 1 | -4.3 | -1.1 | -2 | 0.7
- COCc1cn(-c2ccc3c(c2)[C@@]2(CC(=O)N(C)C2c2ccccc2)C(=O)N3CC(C)C)nn1 (some centres not stated)
  -1.1 | 4 | 3 | 3 | / | / | 0 | 2.2 | 5.2 | -1 | 1.0
- COc1ccc(S(=O)(=O)N2CCOCC2)cc1NC(=O)C1CCN(S(=O)(=O)c2ccc(Cl)cc2)CC1
  -1.6 | -4 | -8 | 0 | 1.1 | 0.0 | -2 | 2.8 | -1.3 | -7 | 1.1
- CCOc1ccc(Br)cc1CNCc1cccnc1
  -0.2 | 3 | -4 | 4 | 0.7 | 0.2 | 1 | -1.1 | -1.1 | -6 | -0.5
- CCOc1ccc(NC(=O)NCC2CCN(c3ccc(OC)cc3)C2)cc1 (configuration not stated)
  -1.2 | 8 | -2 | 1 | 2.5 | -5.1 | 1 | 3.2 | -0.9 | -2 | -0.1
- CC(C)C[C@H](NC1(C(=O)NCCc2c[nH]c3ccccc23)CCOCC1)C(=O)NCCCc1ccccc1
  -1.5 | -63 | -5 | -3 | / | / | / | 0.4 | -0.5 | -1 | /
- CCOc1ccccc1N1CC(C(=O)NCCOc2ccccc2OC)CC1=O (configuration not stated)
  -0.5 | -6 | -3 | 0 | 0.3 | 0.5 | -1 | 0.8 | 0.4 | -1 | -1.0
- COCCNC(=O)c1cn(C(C)c2ccccc2F)nn1 (configuration not stated)
  -1.8 | 6 | 8 | 1 | / | / | -1 | -1.7 | -0.3 | 2 | 0.5
- COc1ccc(N(C(C)C(=O)Nc2cccnc2)S(C)(=O)=O)cc1 (configuration not stated)
  -0.8 | -1 | 2 | 6 | -0.3 | 0.2 | 1 | -0.8 | -1.4 | -4 | 0.0
- CCOC(=O)C1CCCN(C(=O)c2ccc3c(=O)n(Cc4ccccc4OC)c(=S)[nH]c3c2)C1 (configuration not stated)
  -1.2 | 1 | -2 | 15 | 0.5 | -0.7 | 2 | -2.0 | 2.9 | 10 | -1.1
- Cc1ccn2c(=O)c(NC(=O)c3ccc(Br)o3)c(C)nc2c1
  -0.9 | 6 | -1 | -3 | 0.6 | -1.7 | 0 | 0.4 | -0.6 | 0 | -0.6
- Cc1ccc(SCc2cc(=O)[nH]c(Nc3nc(C)c4ccc(C)cc4n3)n2)cc1
  -0.8 | -3 | 7 | 0 | -0.3 | 0.8 | -3 | 1.8 | -1.5 | 8 | 0.2

Entries of single compounds from above. Order of screens: ssDAF12 agonist | HGIII-sPLA2 inh | NPR2 activator | ADAM10 inh | DAX1 inh-1 | FXN GAA850 act | SMARCA2 activ | hgDAF12 agonist | hcDAF-12 act | GC-A act | DAX1 inh-2
Profile of O=C1C(Nc2ccccc2)=C(NS(=O)(=O)c2ccccc2)C(=O)c2ccccc21 → 0.3 | 13 | -6 | -2 | -0.9 | 4.5 | -1 | 0.6 | 4.7 | -7 | 0.0
Profile of CCOC(=O)C1CCCN(C(=O)c2ccc3c(=O)n(Cc4ccccc4OC)c(=S)[nH]c3c2)C1 (configuration not stated) → -1.2 | 1 | -2 | 15 | 0.5 | -0.7 | 2 | -2.0 | 2.9 | 10 | -1.1

Sorted by heavy-atom count (rising): some entries from above.
Values run as follows: ssDAF12 agonist | HGIII-sPLA2 inh | NPR2 activator | ADAM10 inh | DAX1 inh-1 | FXN GAA850 act | SMARCA2 activ | hgDAF12 agonist | hcDAF-12 act | GC-A act | DAX1 inh-2
- Brc1ccccc1OCCN1CCOCC1
  -1.4 | -5 | 1 | -1 | 2.8 | 1.2 | -2 | -1.8 | -1.9 | -2 | -0.1
- COCCNC(=O)c1cn(C(C)c2ccccc2F)nn1 (configuration not stated)
  -1.8 | 6 | 8 | 1 | / | / | -1 | -1.7 | -0.3 | 2 | 0.5
- CN(C)C(CNC(=O)CCCOc1ccccc1)c1ccco1 (configuration not stated)
  -1.0 | 0 | 8 | -11 | 0.4 | 1.6 | 0 | 1.4 | -1.8 | 1 | 0.3
- Cc1c(C)n(C)c2ccc(C(=O)NCCCN3CCOCC3)cc12
  -1.2 | 11 | 2 | -22 | -0.7 | 0.5 | -1 | 1.0 | -0.9 | 0 | -0.7
- C/C(N)=C(/C#N)C(=O)COC(=O)c1ccccc1Cc1ccccc1
  -1.3 | -11 | -4 | 14 | 2.5 | 1.8 | 1 | -0.1 | -0.5 | -1 | 1.9
- CCOc1ccccc1N1CC(C(=O)NCCOc2ccccc2OC)CC1=O (configuration not stated)
  -0.5 | -6 | -3 | 0 | 0.3 | 0.5 | -1 | 0.8 | 0.4 | -1 | -1.0
- Cc1ccc(S(=O)(=O)N2CCCCC2)cc1NC(=O)CSc1ccc2c(c1)OCCO2
  -1.3 | 0 | 4 | 13 | -2.0 | 0.9 | -3 | -1.6 | -3.8 | -1 | -0.7
- CC(C)C[C@H](NC1(C(=O)NCCc2c[nH]c3ccccc23)CCOCC1)C(=O)NCCCc1ccccc1
  -1.5 | -63 | -5 | -3 | / | / | / | 0.4 | -0.5 | -1 | /

Continuation:
Values run as follows: ssDAF12 agonist | HGIII-sPLA2 inh | NPR2 activator | ADAM10 inh | DAX1 inh-1 | FXN GAA850 act | SMARCA2 activ | hgDAF12 agonist | hcDAF-12 act | GC-A act | DAX1 inh-2
- Cc1cc(C(=O)NN=C/C=C/c2ccco2)n[nH]1
  -0.8 | 13 | 0 | -14 | / | / | -5 | -0.8 | -0.4 | 0 | 0.5
- CCOC(=O)C1(COCc2ccccc2)CCCCC1=O (configuration not stated)
  -1.4 | 0 | 3 | -3 | 0.7 | 1.3 | 2 | 1.6 | 0.1 | -1 | 0.9
- O=C(N/N=C/c1cc2c(cc1[N+](=O)[O-])OCO2)c1ccc2c(c1)OCO2
  -1.1 | 5 | 7 | -12 | 0.3 | 3.6 | -3 | -0.4 | -0.3 | -12 | -0.1
- COc1ccccc1-c1sc2ccccc2c1-c1ccc(OCCN2CCOCC2)cc1
  -1.4 | -29 | 0 | -10 | -1.1 | 2.7 | -4 | -0.3 | -1.2 | -4 | -2.5
- CCOc1ccc(S(=O)(=O)N2CCCCC2)cc1NC(=O)CN1C(=O)NC(C)(C2CC2)C1=O (configuration not stated)
  -1.0 | -8 | 2 | -1 | -0.5 | 0.6 | -2 | 2.4 | -1.4 | 3 | 1.4
- CC(C)CNC(=O)CCCc1c[nH]c2ccccc12
  -0.3 | -14 | 0 | -9 | -0.2 | -1.9 | 0 | 0.2 | 1.2 | 0 | -0.1
- COc1ccc(C(C)=O)cc1Cn1c(C)c(C(=O)NCc2ccc(C(F)(F)F)cc2)sc1=O
  -1.6 | -19 | -3 | 17 | / | 0.0 | -2 | -2.3 | -1.9 | 1 | -0.5
- CCCCNC(=S)Nc1ccc(SC(F)F)cc1
  -1.3 | 1 | 2 | 15 | 1.5 | 3.1 | -3 | 8.2 | 1.7 | 7 | -0.8
- CC(C)OCC(O)CN (configuration not stated)
  -1.3 | 5 | 4 | 1 | 0.2 | 2.0 | -1 | -0.5 | -1.2 | -1 | -0.4
- Cc1oc2cc3oc(=O)c(CC(=O)NCC(=O)N[C@@H](C(=O)O)c4ccccc4)c(C)c3cc2c1C
  -1.3 | 3 | -3 | -352 | 1.2 | -0.2 | -2 | 0.2 | 0.7 | 3 | 0.4

Source: PubChem
